Assay outcomes from PubChem.
EPAC2 agonist: EPAC2 (human) agonism. EPAC2 activation, biochemical qHTS; response scale: 100% = 6.5 mM cAMP response. Potency, µM (highest dose often 154 µM), without a hit: at the top dose activation, usual class: activators. AID 720711. Q8WZA2. actives 0.079% (n = 360,000); note: nearly all actives have a fitted effect of over 50% in size
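Guanine nucleotide exchange by EPAC2 is measured as reduced fluorescence of BODIPY-GDP once it is released from 250 nM Rap1B. Plates are read kinetically for 30 min at room temperature; results are scaled to 6.5 mM cAMP.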
EPAC2 antagonist: blocks human EPAC2 exchange factor. actives 0.18% (n = 360,000). Potency, µM (top dose mostly 114 µM), for inactives: at the top dose activity, negative = inhibition, actives largely listed as inhibitors. EPAC2 GEF exchange of Rap1B-BODIPY-GDP, fluorescence. Q8WZA2; note: % is set by controls: 0 for no effect and ±100 for the full control effect; nearly all actives have a fitted effect of over 45% in size; many of its hits are not listed in these tables
aSyn rescue: rescues yeast growth from alpha-synuclein toxicity | Yeast expressing alpha-synuclein, growth rescue, BacTiter-Glo, 24 h | Potency, µM (series often up to 46.1 µM), inactives show at the highest dose growth rescue (activation), most hits filed as activators | actives 0.14% (n = 370,000) | AID 652106; note: % of control where 0% means no effect; nearly all actives have a fitted effect of over 65% in size
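Screening used galactose-induced yeast with toxic alpha-synuclein levels, exposed to compound for 24 hr at 30 deg C. Cell growth, read with BacTiter-Glo luminescence, gave the measured signal.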
EPAC1 ag: EPAC1 (human) agonism. actives 0.073% (n = 360,000). Potency, µM (series often up to 154 µM), inactives show at the top dose activation, hits mostly activators. AID 720707. EPAC1 agonist qHTS, biochemical assay; response scale: 100% = response to 6.5 mM cAMP; note: nearly all actives have a fitted effect of over 60% in size
Target sequence (O95398 whole entry, looked up): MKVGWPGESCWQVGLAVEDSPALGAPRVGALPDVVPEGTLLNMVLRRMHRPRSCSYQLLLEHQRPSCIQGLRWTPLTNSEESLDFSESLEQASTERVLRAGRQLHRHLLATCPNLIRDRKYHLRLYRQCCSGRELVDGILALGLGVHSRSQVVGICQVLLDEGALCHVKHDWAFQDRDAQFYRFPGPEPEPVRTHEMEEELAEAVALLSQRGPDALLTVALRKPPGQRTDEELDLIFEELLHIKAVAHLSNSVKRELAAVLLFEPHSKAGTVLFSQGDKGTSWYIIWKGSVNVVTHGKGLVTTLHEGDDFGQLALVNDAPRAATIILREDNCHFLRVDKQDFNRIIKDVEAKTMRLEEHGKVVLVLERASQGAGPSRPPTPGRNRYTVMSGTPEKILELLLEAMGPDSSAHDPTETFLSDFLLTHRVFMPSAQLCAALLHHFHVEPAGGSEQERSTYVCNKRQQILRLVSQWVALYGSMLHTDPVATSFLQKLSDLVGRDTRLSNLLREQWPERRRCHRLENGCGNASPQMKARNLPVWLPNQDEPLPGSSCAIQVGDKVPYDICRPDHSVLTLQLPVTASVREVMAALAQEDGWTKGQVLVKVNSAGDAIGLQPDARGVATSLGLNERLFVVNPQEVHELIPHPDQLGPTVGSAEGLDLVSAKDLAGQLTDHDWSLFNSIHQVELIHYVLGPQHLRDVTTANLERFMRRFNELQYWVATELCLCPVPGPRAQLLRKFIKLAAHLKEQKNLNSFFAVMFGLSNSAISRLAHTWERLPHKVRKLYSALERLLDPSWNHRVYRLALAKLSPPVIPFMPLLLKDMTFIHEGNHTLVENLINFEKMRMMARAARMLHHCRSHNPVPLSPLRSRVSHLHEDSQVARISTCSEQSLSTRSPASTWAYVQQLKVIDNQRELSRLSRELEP
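Compounds were pinned as a concentration titration into mixtures of EPAC1 (100 nM), BODIPY-GDP-loaded Rap1B (250 nM) and GDP (50 uM). After 5 min at room temperature, fluorescence was followed for 30 min; activity was scaled to 6.5 mM cAMP.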
PTHR1 agonist: PTHR1 (human) receptor agonism; Q03431; actives 0.075% (n = 410,000); HEK293 GP2 PTHR1 cells, GloSensor cAMP luminescence, 1 h; Potency, µM (titrated, usually from 115 µM), without a hit: at the highest dose activation, hits mostly activators; AID 743266; note: nearly all actives have a fitted effect of over 55% in size; some results filed as inactive show a strong effect at the top dose; inactives centre near -15; many of its hits are not listed in these tables
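HEK-293-derived GP2 cells expressing PTHR1 and a GloSensor cAMP reporter, 3,000/well, plated overnight, given luciferin plus IBMX (each 0.5 mM as added) for 1 h at 37 °C, then compound for 1 h at 37 °C. Luminescence was read after 15 min at room temperature.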
TDP-43 yeast inh: inhibitors of TDP-43 toxicity in yeast. TDP-43 expressing yeast growth rescue, BacTiter-Glo, 24 h. Potency, µM (top dose mostly 46.1 µM), for inactives: at the highest dose growth rescue (activation), hits mostly activators. actives 1.8% (n = 410,000). AID 652104; note: % of control where 0% means no effect; nearly all actives have a fitted effect of over 50% in size
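Readout is BacTiter-Glo luminescence of cell growth, so inhibitors register as activators. TDP-43-expressing yeast at OD600=0.02 in galactose medium, after raffinose pregrowth to mid-log, were incubated with compound for 24 hr at 30 deg C.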
FUS suppressor: FUS proteinopathy suppression in yeast | S. cerevisiae FUS-expressing, growth rescue, OD600, 24 h | Potency, µM (highest dose often 76.6 µM), for inactives: top-dose growth rescue (activation), actives largely listed as activators | actives 0.24% (n = 390,000);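 note: plate controls were DMSO vehicle for no effect and reference control for full effect; nearly all actives have a fitted effect of over 55% in size; some results filed as inactive show a strong effect at the top dose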
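Quantitative HTS measuring growth restoration of FUS-toxic yeast. Galactose-induced cells (OD 0.005) were exposed 24hr at 30C to compounds at several concentrations, then absorbance at 600 nm was recorded.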
EPAC1 antag: antagonists of human EPAC1 | Potency, µM (doses to about 115 µM), for the others: top-dose activity change, negative = inhibition, hits mostly inhibitors | EPAC1 GEF assay, Rap1b-BODIPY-GDP exchange fluorescence | actives 0.14% (n = 360,000);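 note: plate controls were vehicle for no effect and positive control for full effect; nearly all actives have a fitted effect of over 50% in size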
* marks the source's active call; other numbers are inactive results; i = inactive; u = inconclusive; x = no result given; [ ] = another dose, or the depositor's remark. Calls come from the whole dose curve; as a rule, active = well fitted curve in the direction sought with a large enough effect; inconclusive = small, poorly fitted or top-dose-only effect, or another doubt; inactive = no such curve, though single readings can be large; an effect the other way counts as inactive or inconclusive. Potency is the fitted concentration of half-maximal effect.

SMILES | EPAC2 agonist | EPAC2 antagonist | aSyn rescue | EPAC1 ag | PTHR1 agonist | TDP-43 yeast inh | FUS suppressor | EPAC1 antag
CCCCCCc1cc2cc(C(=O)NCc3ccccc3)c(=N)oc2cc1O | 5% | -2%[57.1 µM] | -2% | 1% | -12%[57.5 µM] | -7% | 15% | 10%
CC1CN(C)C(C)C/C1=N\Oc1ccc([N+](=O)[O-])cc1 (centres undefined) | 1% | 1% | -2% | 8% | -8% | -16% | 17% | 21%
Oc1ccc(/C=N/N2CCN(C3c4ccccc4-c4ccccc43)CC2)cc1 | 5% | 7% | -7% | 4% | -26% | -18% | 16% | -10%
Cc1cccc(/C(N)=N/OC(=O)CCCN2C(=O)c3ccccc3C2=O)c1 | 10% | -1% | 1% | 5% | i | 29% | 16% | 6%
O=C(Nc1ccccc1[N+](=O)[O-])c1cc(S(=O)(=O)N2CCOCC2)cs1 | 9% | -2% | -4% | 13% | -30%[inhibitor] | 25% | x | -18%
COc1ccc(-n2c(Cc3cccn3C)nnc2SCC(=O)Nc2ccc(F)cc2)cc1 | 4% | 7% | 4% | 5% | 0% | 0% | u | -7%
COc1ccc(/C=N/NC(=O)c2cc(-c3ccccc3)nc3ccccc23)cc1O | 11% | -5% | -9% | 16% | -16% | 1% | u | -22%
CCOc1ccc(NC(=O)CNC(=O)c2nn(-c3ccc(OC)c(OC)c3)c(=O)c3ccccc23)cc1 | -6% | 4% | 1% | -6% | 0% | -3% | 17% | 11%
C[C@@H]1Cn2cnc(C(=O)NCC(=O)OC(C)(C)C)c2C(=O)N1 | -3% | -9% | -3% | -13% | i | u | -1% | -9%
NC(c1csc(Nc2ncccn2)n1)c1ccccc1Cl (centres undefined) | 0% | -5% | 2% | -6% | u | u | -10% | -1%
C/C(=N\NC(=O)c1nnn(-c2nonc2N)c1CN(C)c1ccccc1)c1ccccn1 | 10% | -12% | u | 7% | -6% | 7% | 12% | 3%
O=C(CCNC(=O)c1ccc([N+](=O)[O-])cc1)NCc1cccs1 | 4% | 3% | 6% | -4% | i | -8% | 16% | 1%
COc1ccc(C(=O)N2CCN(C(=O)COc3ccccc3)CC2)cc1OC | x | x | 0% | x | i | 25% | -21% | x
Cn1c(=O)cc(SCC(=O)N2CCOCC2)c2ccc(Cl)cc21 | 4% | -5% | 4% | 9% | i | 15% | -11% | 5%
Cc1ccc(C(=O)N(CC#N)CC#N)cc1C | 10% | -5% | 5% | 1% | -5% | -5% | -6% | -7%
Cc1cnc(C(=O)OCC(=O)c2cc(C)n(C)c2C)cn1 | 7% | 8% | -5% | -15% | -20% | -6% | -38% | 3%
N=C1S/C(=C\c2ccc(-c3cccc(Cl)c3)o2)C(=O)N1c1nccs1 | 3% | -2% | 2% | -9% | i | 0% | x | u
CCOC(=O)CC1COCCN1C(=O)c1cc(COc2ccc(F)cc2Cl)on1 (centres undefined) | 0% | 9% | 10% | -4% | -18% | u | x | 6%
c1ccc(Cc2nnc3sc(-c4ccncc4)nn23)cc1 | 2% | 6% | -12% | 4% | i | -19% | -5% | 20%
Cc1c(C(=O)OCC2CCCO2)[nH]c2c1C(=O)CC(c1ccc(N(C)C)cc1)C2 (centres undefined) | 13% | -8% | -9% | 26% | -93%[inhibitor] | 8% | 17% | -3%
Cc1ccc(C(c2nnnn2C(C)(C)C)N2CCN(C3CCCC3)CC2)cc1 (centres undefined) | 5% | -1% | -14% | 2% | i | -15% | 43% | 1%
CCN(CC)S(=O)(=O)c1ccc2nc(NC(=O)c3cccs3)sc2c1 | 0% | -3% | 1% | -3% | -35%[inhibitor] | 1% | 9% | 1%
Cc1ccc(C=Nc2ccccc2C#N)s1 | 4% | 2% | 1% | 6% | -13% | 7% | x | 7%
O=C(COC(=O)Cn1cnc2ccccc21)Nc1ccc2c(c1)C(=O)c1ccccc1C2=O | 12% | -5%[57.1 µM] | -1% | -1% | -20% | 2% | 2% | -6%
CC1=C(C(=O)OCC2CCCO2)C(c2ccccc2Cl)NC(=O)N1 (centres undefined) | 43% | 16%[57.1 µM] | -19% | 3% | -8%[57.5 µM] | -9% | -3% | 22%

Sorted by SMILES length (high to low): four of the compounds above.
SMILES | EPAC2 agonist | EPAC2 antagonist | aSyn rescue | EPAC1 ag | PTHR1 agonist | TDP-43 yeast inh | FUS suppressor | EPAC1 antag
COc1ccc(/C=N/NC(=O)c2cc(-c3ccccc3)nc3ccccc23)cc1O | 11% | -5% | -9% | 16% | -16% | 1% | u | -22%
CCN(CC)S(=O)(=O)c1ccc2nc(NC(=O)c3cccs3)sc2c1 | 0% | -3% | 1% | -3% | -35%[inhibitor] | 1% | 9% | 1%
CCCCCCc1cc2cc(C(=O)NCc3ccccc3)c(=N)oc2cc1O | 5% | -2%[57.1 µM] | -2% | 1% | -12%[57.5 µM] | -7% | 15% | 10%
Cc1ccc(C=Nc2ccccc2C#N)s1 | 4% | 2% | 1% | 6% | -13% | 7% | x | 7%

The results go on.
SMILES | EPAC2 agonist | EPAC2 antagonist | aSyn rescue | EPAC1 ag | PTHR1 agonist | TDP-43 yeast inh | FUS suppressor | EPAC1 antag
CCc1ccc(OCC(=O)NC(=S)Nc2ccc(C(=O)O)cc2)cc1 | -2% | 1% | 0% | 5% | -7% | -13% | -9% | -11%
Nc1cc(S(=O)(=O)N2CCOCC2)ccc1N1CCCCC1 | -3% | -4% | -33%[inhibitor] | -1% | -20% | 25% | 17% | 8%
CCCCCOC(=O)c1cc(=O)[nH]c2ccccc12 | 1% | -2% | 11% | -1% | i | 0% | -37% | -8%
Cn1ncc2c(NNC(=O)Cc3cccc4ccccc34)ncnc21 | 0% | 3% | -1% | 1% | i | 9% | x | -4%
O=C(COC(=O)c1ccccc1N1C(=O)C2C3CCC(C3)C2C1=O)c1ccccc1 (centres undefined) | 7% | 4% | 2% | 3% | -23% | 11% | -4% | 18%
C=CCNC(=O)C1CCN(S(C)(=O)=O)CC1 | -1% | 14% | 1% | -4% | i | 19% | 7% | 12%
COC(=O)C[C@H]1C[C@@H]2c3cc(NC(=O)CN(C)C)ccc3O[C@@H]2[C@H](CO)O1 | 4% | 6% | -1% | -17% | -15% | 13% | -20% | 28%
CC(=O)c1c(C)[nH]c(C(=O)CSc2nc3ccccc3n2C)c1C | -2% | 10% | -6% | -5% | -14%[57.5 µM] | 3% | 16% | 8%
CO/N=C/C(=N\Nc1ccc(OC)cc1)C(=O)c1ccc(F)cc1 | -9% | 2% | 3% | 3% | i | 18% | -14% | 4%
CCCCNc1nc2c(c(=O)[nH]c(=O)n2C)n1CCOc1ccccc1 | 10% | 1% | 5% | 5% | -8% | -1% | 11% | 1%
CC(C)CNC(=O)NC(=O)CSc1nc2ccccc2n1CC(C)C | 5% | -12% | 11% | 10% | -2% | 17% | 2% | -12%
CCN(CC)S(=O)(=O)c1cc(NS(=O)(=O)c2ccc(Cl)c(C(=O)O)c2)ccc1C | 5% | -4% | 1% | -6% | -9% | 6% | 6% | -3%
COc1cccc(CN(C)C(=O)c2ccc(Oc3ccccc3)cc2)c1OC | 1% | u | 7% | -3% | -27% | -5% | 17% | -11%
CC(C)C[C@H](NC(=O)C1CC(=O)N(c2ccc(F)cc2)C1)C(=O)N1CCCCC1 (some centres undefined) | 8% | 10% | 0% | -14% | i | -11% | -1% | 0%
O=C(Nc1cccnc1)c1ccccc1-c1ccccc1 | -2% | -4% | 7% | -13% | -9% | 2% | -15% | -6%
Cc1ccccc1-c1nnnn1C1CCS(=O)(=O)C1 (centres undefined) | 11% | 1% | -4% | 2% | 23% | -10% | -3% | -8%
CC(NC(=O)c1cc2cc([N+](=O)[O-])ccc2oc1=O)C1CCCO1 (centres undefined) | 1% | 11% | -41%[inhibitor] | 2% | 0% | u | 0% | -15%
O=C(Nc1ccncc1)Nc1ccc(Br)cc1Cl | 7% | 6% | -2% | -4% | i | -3% | 9% | -24%
CCC(C)Sc1nnc(Cc2cc(=O)[nH]c(=O)[nH]2)n1-c1ccc(OC)cc1 (centres undefined) | -1% | -2% | -4% | -24% | i | 23% | -15% | -19%
O=C(COn1nnc2ccc(S(=O)(=O)N3CCOCC3)cc21)NCc1cccc(Cl)c1 | 0% | -7% | -7% | -10% | -63%[inhibitor] | 7% | -21% | -6%
CC1(C(=O)NS(=O)(=O)c2ccc(C#N)cc2)CCN1C(=O)Cc1ccc(Cl)cc1Cl (centres undefined) | 3% | 4% | 6% | 10% | -41%[inhibitor] | 6% | -8% | -16%
O=C(CCc1ccccc1)Nc1cc(C(F)(F)F)ccc1Cl | -1% | -7% | 0% | 14% | -7% | 26% | -6% | -8%
COc1cc(CNC2CCCC2)cc(Cl)c1OCc1ccc(F)cc1 | 7% | -1% | 1% | 26% | 25%[57.5 µM] | -17% | -1% | 0%
O=C1OC(NCc2cccnc2)(c2ccc(Cl)cc2)c2ccccc21 (centres undefined) | -8% | -15% | 1% | 2% | i | 15%[9.22 µM] | 3% | -5%
CC1CCN(S(=O)(=O)Cc2ccccc2Cl)CC1 | 1% | 8% | 9% | -1% | -17% | 15% | 6% | 2%

The listing continues.
SMILES | EPAC2 agonist | EPAC2 antagonist | aSyn rescue | EPAC1 ag | PTHR1 agonist | TDP-43 yeast inh | FUS suppressor | EPAC1 antag
COc1ccc(-c2nc(C)ncc2-c2csc(C)n2)c(O)c1 | -1% | -2% | 2% | 0% | i | 5% | 1% | 0%
NC(=O)c1ccc[n+](CC(=O)Nc2ccccc2C(=O)O)c1 | 0% | 1% | 0% | 10% | -24% | -19% | 6% | -11%
CCCCN(CC)C(=O)c1cc2c(=O)[nH]c3ccc(C)cc3c2s1 | -13% | -18% | 0% | 10% | -19% | u | 0% | -14%
CN(C(=O)COC(=O)c1cccs1)c1c(N)n(Cc2ccccc2)c(=O)[nH]c1=O | 8% | 2% | -2% | 0% | -10% | 28% | 8% | 13%
CC(C)(C)CNc1cc(N2CCOCC2)ccc1[N+](=O)[O-] | 13% | -18% | 1% | 3% | -12% | -23%[0.397 µM] | 6% | -14%
COCCCN1CC(=O)N2C(c3cccc(OC)c3OC)c3[nH]c4ccccc4c3C[C@H]2C1=O (some centres undefined) | 3% | 3% | 11% | 0% | i | u | u | -1%
Cc1ccc(Nc2ncnc(-n3cccc3)n2)cc1Cl | 6% | 1% | 0% | 12% | i | 14% | -5% | -3%
Cc1nc(S(=O)(=O)NC2CCCCC2)c(C#N)c(C)c1Cl | -2% | -1% | 17% | 3% | -15%[57.5 µM] | u | 26% | 1%
CCN(C(=O)C1CCCN(c2ncnc3onc(-c4ccc(F)cc4)c23)C1)c1ccccc1 (centres undefined) | x | x | -5% | x | i | 7% | -10% | x

An excerpt; rates above refer to the full screens.
